ADAM10 inh: inhibits human ADAM10. AID 720582. inhibition, % at 7 µM. recombinant ADAM10, EDANS/DABCYL FRET peptide cleavage, 3 h. 0.62% of 370,000 active;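 active = inhibition above a per-campaign cutoff equal to the mean of compounds falling between control-based bounds plus 3 SD, cut at about 20% in these data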;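 also: 0% = DMSO wells while the 100% control is not disclosed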
Tn7 DDE FP: disrupts Tn7 cyclic peptide binding to fibrin D-Dimer-E complex; P02675; FP displacement of FITC-Tn7 peptide from fibrin DD(E); 0% = median of compound wells per plate; inhibition, % at 8.3 µM; 0.13% of 370,000 active;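 active = inhibition above the mean of compounds falling within the control limits plus 3 SD of them, cut at about 14% in these data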;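 also: 0% = plate median of compound wells and 100% = 10 µM Aha-Tn7 peptide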
Target sequence (P02675 whole entry, looked up): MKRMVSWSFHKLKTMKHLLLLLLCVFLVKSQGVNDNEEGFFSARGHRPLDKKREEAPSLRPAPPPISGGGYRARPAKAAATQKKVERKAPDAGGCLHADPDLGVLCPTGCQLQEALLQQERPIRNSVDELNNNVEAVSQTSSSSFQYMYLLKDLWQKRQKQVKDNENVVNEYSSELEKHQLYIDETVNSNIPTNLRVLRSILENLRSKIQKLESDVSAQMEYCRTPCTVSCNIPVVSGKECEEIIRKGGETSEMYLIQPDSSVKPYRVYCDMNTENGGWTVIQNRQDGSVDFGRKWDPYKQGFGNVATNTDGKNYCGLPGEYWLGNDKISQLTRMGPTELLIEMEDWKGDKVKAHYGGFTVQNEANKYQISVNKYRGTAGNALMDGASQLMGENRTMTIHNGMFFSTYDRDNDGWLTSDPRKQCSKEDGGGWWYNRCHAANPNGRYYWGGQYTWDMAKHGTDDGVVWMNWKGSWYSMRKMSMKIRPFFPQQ
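Assay system: Human clot-derived fibrin DD(E) complex | Buffer or medium: Tris/NaCl/CaCl2 buffer, pH 7.8 | Repeats: One replicate per compound | Benchmarks: Aha-Tn7 high control | Measure: % inhibition scaled between sample-field median and high-control FP | Schedule: 10 min plus 3 h, room temperature | Signal: Fluorescence polarization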
ADAM17 inh: inhibitors of human ADAM17; P78536; recombinant ADAM17, EDANS/DABCYL FRET peptide cleavage; inhibition, % at 6.95 µM; 0.83% of 370,000 active;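 active = inhibition above the mean of compounds lying between control limits plus 3 SD, set per campaign, cut at about 8.5% in these data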;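 also: 0% = DMSO-only wells as the low control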
ASAP1 inh: blocks human ASAP1-stimulated Arf1 GTP hydrolysis | GDP FP detection | inhibition, % at 16.5 µM | 0.19% of 360,000 active | AID 624377; in the data active = inhibition above about 25%;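 also: 0% = vehicle with enzyme and substrate and 100% = no enzyme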
ARFGAP1 inhibitor: rat ARFGAP1 inhibition; inhibition, % at 16.5 µM; AID 651572; 0.26% of 360,000 active; Arfgap1-stimulated ARF1 GTP hydrolysis, GDP FP detection;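 active = inhibition above a per-plate limit, mean inhibition of low control wells plus 3 SD, cut at about 25% in these data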;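 also: 0% = DMSO wells with enzyme and 100% = wells lacking Arfgap1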
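Assay system: purified rat His6-Arfgap1 residues 1-136 (GAP domain); Reagent: human Δ17 ARF1 bound to GTP; Dosing: 16.5 µM single point, 1.26% DMSO; Times: GTP hydrolysis reaction 2 h at 25 °C; Signal: FP, GDP Alexa 633 tracer displaced from anti-GDP antibody, 620/688 nm; Measure: % inhibition from polarization.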
PLC-gamma1 inh: PLC-gamma1 (human) inhibition, primary screen | 0.84% of 370,000 active | inhibition, % at 12.2 µM | purified PLC-gamma1, fluorogenic substrate, fluorescence | P19174 | AID 720700; in the data active = inhibition above about 9.5%
SIAE inh: inhibitors of human sialic acid acetylesterase SIAE | Q9HAT2 | inhibition, % at 9.66 µM | AID 1053197 | SIAE FP-Rh probe binding, fluorescence polarization | 0.69% of 370,000 active;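 active = inhibition above a cutoff: mean of compounds within the control limits plus 3 SD of those, cut at about 17% in these data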;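 also: 0% = plate median of compound wells and 100% = probe without SIAE protein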
Target sequence (Q9HAT2 whole entry, looked up): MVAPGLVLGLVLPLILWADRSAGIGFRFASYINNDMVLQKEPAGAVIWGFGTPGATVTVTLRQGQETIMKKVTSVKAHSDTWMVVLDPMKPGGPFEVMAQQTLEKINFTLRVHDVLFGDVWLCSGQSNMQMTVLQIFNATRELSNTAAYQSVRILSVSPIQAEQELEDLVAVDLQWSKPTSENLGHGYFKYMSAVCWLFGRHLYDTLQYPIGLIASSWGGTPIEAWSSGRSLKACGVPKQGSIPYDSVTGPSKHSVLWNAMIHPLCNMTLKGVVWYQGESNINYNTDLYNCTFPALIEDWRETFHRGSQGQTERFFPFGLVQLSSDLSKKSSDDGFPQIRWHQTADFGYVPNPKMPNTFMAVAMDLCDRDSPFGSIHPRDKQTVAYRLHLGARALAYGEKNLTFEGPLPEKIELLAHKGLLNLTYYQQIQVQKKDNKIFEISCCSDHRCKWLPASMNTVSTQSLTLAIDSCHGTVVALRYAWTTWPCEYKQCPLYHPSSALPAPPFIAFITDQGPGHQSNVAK
TDP2 absorb: TDP2 (human) inhibition, absorbance primary screen; recombinant TDP2, T5PNP hydrolysis, p-nitrophenol absorbance 415 nm; AID 720702; O95551; 0.34% of 370,000 active; inhibition, % at 12.8 µM;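 active = inhibition above the mean of all tested compounds plus 3 SD, set per campaign, cut at about 25% in these data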;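 also: 0% = DMSO with enzyme and 100% = buffer with substrate but no TDP2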
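Assay system: recombinant human TDP2 / Reagent: T5PNP substrate at 5 mM, a TopII-DNA adduct mimic / Measured by: epi absorbance from released p-nitrophenol / Evaluation: % inhibition relative to enzyme-containing and enzyme-free wells / Control set: enzyme-free and DMSO wells / Replicates: each compound tested once, singlicate / Schedule: enzyme reaction with compound for 2 h at 37 °C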
PLCb3 inh: blocks human PLC-beta3 enzyme activity. Purified PLC-beta3, fluorogenic substrate, fluorescence. inhibition, % at 12.2 µM. 0.18% of 370,000 active; in the data active = inhibition above about 11%;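 also: 0% = median of compound wells on plate and 100% = full blocker control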
Tn6 DDE FP: DD(E)-Tn6 binding inhibition, primary FP screen; Fibrin DD(E) TRITC-Tn6 fluorescence polarization displacement; inhibition, % at 8.3 µM; 0.21% of 370,000 active;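 active = inhibition above a per-campaign cutoff: mean of compounds within control limits plus 3 SD, cut at about 15% in these data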;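 also: 0% = median of all compound wells on the plate and 100% = blocking peptide control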
The depositor's hits bear a star; i = inactive; . = no result given. No enrichment for hits; 3.6% or so of the library scored in one or more.

ADAM10 inh	Tn7 DDE FP	ADAM17 inh	ASAP1 inh	ARFGAP1 inhibitor	PLC-gamma1 inh	SIAE inh	TDP2 absorb	PLCb3 inh	Tn6 DDE FP	Compound
-4.2	-10.4	-3.8	-11.5	4.2	-1.4	-1.3	3.9	1.0	-1.6	CN(C)C(=O)c1nnsc1Sc1ccc(Cl)cc1
-482.3	10.4	-130.8	-7.3	-0.3	-124.8	-7.0	5.2	-178.2	-5.8	NC(=S)NN=Cc1ccc(-c2ccc(S(=O)(=O)Nc3ncccn3)cc2)o1
-1.6	1.3	-7.4	-7.8	-2.4	0.8	-0.9	5.0	-6.4	1.3	CN(CCCN1CCOCC1)Cc1cn(C)nc1-c1ccccc1F
5.0	-2.1	2.4	5.3	-5.0	-0.7	-2.9	2.4	-4.9	0.3	COc1ccccc1CNC(=O)COC(=O)c1ccc(C(=O)c2ccccc2)cc1
0.5	0.8	1.8	.	.	2.9	-23.5	3.0	8.6	-0.4	O=C(N[C@H]1C[C@@H]2O[C@@H](CO)CC[C@@H]2O[C@@H]1CCc1ccc(-c2cccnc2)cc1)c1cccc(F)c1
-1.1	8.3	2.7	8.6	-4.0	-1.3	-2.6	4.2	-6.2	0.9	COc1cc(C)ccc1OCc1cc(C(=O)N2CCC(c3ccc(F)cc3)C2)no1 (configuration not stated)
-2.9	2.2	-3.9	23.4	-2.2	-0.9	0.6	6.0	0.6	4.1	CC(C)(C)C(=O)N1CCC2CC1c1cc(Cl)ccc12 (configuration not stated)
4.8	-0.6	1.3	0.4	4.2	3.4	5.9	-5.6	1.3	4.1	CN1CCN(c2nc(N3CCN(c4ccccc4)CC3)ncc2F)CC1
-4.0	-1.2	-4.8	6.4	-8.0	1.3	-5.4	-6.7	0.8	-5.0	N#CCCN(CCC#N)c1nnc(-c2ccccc2)s1
8.2	-4.6	0.0	4.0	-4.1	-1.9	-1.6	6.2	-9.2	0.2	O=c1c2ccccc2nc(SCc2ccccc2)n1CC1CCCO1 (configuration not stated)
5.3	2.3	0.4	17.7	-1.2	2.0	-7.3	-0.7	1.7	-2.0	O=C(NCC(c1ccc(F)cc1)N1CCOCC1)c1ccc(OCc2ccccc2)cc1 (configuration not stated)
i	-7.5	-359.2	4.8	-2.2	-198.6	7.1	-17.1	-250.8	-1.3	CCCCCCCC[n+]1cccc2c3ccccc3ccc21
17.4	-12.6	8.9*	-7.7	-5.6	-2.0	-68.3	-14.5	-3.2	-3.8	CCCCC(=O)Nc1cccc(-c2csc(-c3ccccc3)n2)c1
-7.6	2.8	-3.9	5.3	1.3	2.0	-4.9	-3.9	1.5	-1.8	COc1ccc(C2Cc3ccccc3C(=O)O2)cc1 (configuration not stated)
-5.8	3.2	2.3	2.4	28.6*	1.9	2.4	-5.5	3.5	2.3	CCN(c1ccc(C)c(C)c1)S(=O)(=O)c1ccc2c(c1)CCN2C(=O)CCC(=O)O
0.0	-6.3	-2.9	1.3	4.9	1.7	-2.6	-5.0	-3.4	0.3	Cc1nc(-c2ccc(F)cc2)c(CC(=O)N2CCN(S(=O)(=O)c3cccc(F)c3)CC2)s1
1.3	3.3	-3.9	11.3	8.9	-0.1	0.1	1.3	3.4	6.4	CC(NC(=O)CC1Sc2ccccc2NC1=O)c1ccccc1 (configuration not stated)
6.2	0.5	2.0	5.3	-2.9	2.2	-1.3	-7.3	3.2	-1.1	CCc1ccc(NC(=O)N(Cc2cccnc2)Cc2ccco2)cc1
4.1	-2.0	0.0	-4.3	0.5	3.8	0.3	-4.1	2.7	-6.6	O=S1(=O)N=CN(Cc2cccc(F)c2)c2ccccc21
-8.0	-6.6	-1.1	31.6*	17.0	-268.8	39.2*	2.2	-309.3	-19.5	COc1ccc2oc(=O)c(-c3csc(Nc4cccc(O)c4)n3)cc2c1
-5.5	3.0	-1.3	.	.	0.3	5.6	4.3	-1.9	0.8	CC(C)CNC(=O)OCc1cn(Cc2cccc(F)c2)nn1
-4.6	0.9	-5.7	-12.5	3.8	0.6	-0.5	0.5	-7.9	-0.3	CC(=O)Nc1ccc(S(=O)(=O)NCC(=O)NNC(=O)COc2ccccc2Cl)cc1
-0.7	-10.8	-3.1	-0.8	1.6	1.2	-1.3	0.9	-0.8	6.0	COCn1c(=O)c2c(nc(SC3=NCCS3)n2Cc2ccccc2C)n(COC)c1=O
5.3	5.2	0.2	4.4	-8.2	-0.8	7.2	2.0	1.8	-7.9	CCC(=O)N1CCc2cc(S(=O)(=O)NCCC(=O)NC3CCCc4ccccc43)ccc21 (configuration not stated)
-79.5	3.7	-27.5	-9.7	0.5	-3.7	-1.9	-10.7	-6.3	-6.4	CC(C)CCNC(=O)c1c[nH]c2ccc(S(=O)(=O)N3CCOCC3)cc2c1=O
5.0	-7.7	2.0	-5.8	-10.2	4.2	-4.7	-11.6	0.6	-0.8	O=C(COC(=O)/C=C/c1ccccc1Cl)NCCc1ccc(Cl)cc1Cl
-2.5	-4.4	-1.8	-7.2	-10.0	-162.0	8.9	-5.3	-219.8	-1.9	O=C(N/N=C/c1cc(Br)cc(Br)c1O)c1ccncc1
4.6	5.1	0.7	9.3	2.8	1.0	0.3	-1.2	-3.7	4.4	CCC(Oc1ccc(C)cc1)C(=O)Nc1ccc(S(=O)(=O)Nc2nccs2)cc1 (configuration not stated)
-13.9	3.3	-4.1	-2.6	4.3	-153.7	1.1	-9.7	-165.4	-6.9	O=C(/C=C/c1c[nH]c2ccccc12)c1ccccc1
6.0	7.0	-0.5	-4.9	4.2	1.7	3.1	-7.4	0.6	7.0	N#CCCSCc1ccc2oc(C(=O)O)cc2c1
-10.7	-2.5	-1.6	-15.0	-13.2	1.5	4.7	-2.2	-4.2	6.6	CCCN(CC(=O)Nc1ccccc1C)C(=O)c1ccc(OCC(=O)N2CCOCC2)c(OCC)c1
0.9	-1.3	-6.0	11.1	12.3	-7.7	-4.4	4.9	-4.1	-6.0	O=C1CC(=O)N(CCc2ccc(F)cc2)C(=O)N1
4.3	6.7	-1.9	0.8	-2.0	1.6	-10.1	-3.3	-0.1	-2.0	COc1cccc(Nc2nc(N)nc(CCl)n2)c1
2.7	-4.6	0.5	4.6	2.6	3.1	-33.1	7.0	3.7	-3.2	Cc1ccccc1OCc1nc2ccccc2c(=O)n1/N=C/c1cn[nH]c1-c1ccc(Br)cc1
7.3	-2.7	-3.8	3.5	-8.2	1.0	-6.6	-1.2	1.7	3.7	CN(C1CCS(=O)(=O)C1)S(=O)C12CC3CC(CC(C3)C1)C2 (configuration not stated)
-0.7	4.7	-5.4	3.5	2.9	-1.4	-6.0	4.3	0.4	-7.6	C/C(=N/OCC(=O)Nc1ccccc1)c1cccs1
-3.5	1.9	-2.7	-23.8	-2.5	-2.2	4.6	5.1	-10.9	6.5	CC(C)C(C)(C#N)NC(=O)CN1C(=O)NC2(CCCc3ccccc32)C1=O (configuration not stated)
1.8	-0.4	-5.7	3.8	1.1	1.1	6.5	-4.8	-9.3	5.0	Cc1ccc(CN(C(=O)COc2ccc(Br)cc2)C2CCS(=O)(=O)C2)o1 (configuration not stated)
-9.2	3.0	-0.7	-6.0	5.6	-43.0	6.3	-6.3	-76.1	-5.3	O=C(COC(=O)c1cc(-c2ccco2)nc2ccccc12)NCc1ccc2c(c1)OCO2
-5.4	1.9	-3.2	1.2	-3.9	1.4	-5.4	-5.9	0.8	-0.9	O=C(CN(Cc1ccccc1Cl)C(=O)c1ccc(CN2CCOCC2)o1)NCc1ccccc1
-3.9	6.7	-1.7	2.7	5.0	3.0	4.1	5.3	2.6	-8.2	O=C(O)C[C@H]1c2ccccc2S(=O)(=O)N1C1CCCCC1
-2.5	1.2	-2.5	-12.5	2.0	-4.2	8.1	-12.0	-4.3	6.7	CCOC(=O)/C=C1\SCC(=O)N1CC(=O)c1ccc[nH]1
3.6	2.4	-0.1	3.1	3.0	-1.1	6.1	1.0	-4.7	3.9	COc1ccc(NC(=O)c2cc(-c3ccccc3)on2)cc1
0.9	3.3	0.1	-5.9	11.4	1.6	3.4	2.5	2.4	0.2	FC(F)(F)c1cc(-c2ccco2)nc(-n2cnc3ccccc32)n1
4.2	-0.2	-4.5	24.5	6.4	0.8	5.7	9.8	0.7	-4.2	CSc1ccccc1C(=O)NCc1ccccc1
-1.5	-0.5	-2.5	8.3	4.5	0.2	10.5	-2.0	1.0	-0.5	CC(=O)c1nn(-c2ccc(Br)cc2)cc1C(=O)c1ccccc1
-22.8	5.2	-7.4	-4.2	3.4	3.0	-1.7	-10.2	-11.4	-2.4	Cc1cc(F)ccc1NC(=O)CCc1ccc(S(=O)(=O)N2CCOCC2)cc1
0.1	-1.5	-2.1	-3.5	5.8	-0.9	9.7	11.4	-3.0	-3.5	CCC(C)(C)NC(=O)c1ccc2c(c1)OCCO2
-23.8	4.5	-13.6	13.2	4.5	-329.3	4.7	-0.8	-465.1	2.3	Cc1cc(N2CCOCC2)n2ncc(-c3ccccc3Cl)c2n1
-6.2	-4.8	0.7	11.0	-4.2	-1.8	-5.1	-3.8	-1.6	1.9	Cc1ccc(-c2nc3ncccc3o2)cc1NC(=S)NC(=O)c1ccco1
-0.5	6.4	-14.2	5.0	-9.4	0.3	9.3	0.5	-3.6	5.2	Cc1cc(C)cc(N(CC(=O)NC2CCCCC2)C(=O)CNC(=O)c2ccco2)c1
9.8	4.8	-5.0	0.6	-9.0	2.9	-1.5	3.1	5.0	1.1	Cc1ccc(S(=O)(=O)N2CCN(Cc3cccc(F)c3)CC2)cc1
0.7	0.7	-4.7	-3.6	2.1	1.3	3.4	6.5	1.7	-1.0	CCCc1cc(=O)[nH]c(SCC(=O)Nc2ccc(OC(F)F)cc2)n1
-0.5	1.1	-1.7	6.7	-4.1	1.0	-0.1	4.2	7.2	4.9	O=C(Nc1cc([N+](=O)[O-])ccc1F)C1CC1
6.7	1.4	0.1	-11.8	0.8	3.0	6.8	3.8	2.4	-8.5	CN1C(C(=O)NCc2ccc(OC(F)(F)F)cc2)CC2Cn3c(nc4ccccc43)C21 (configuration not stated)

Given in markdown: entries from further up.
| SMILES | ADAM10 inh | Tn7 DDE FP | ADAM17 inh | ASAP1 inh | ARFGAP1 inhibitor | PLC-gamma1 inh | SIAE inh | TDP2 absorb | PLCb3 inh | Tn6 DDE FP |
| --- | --- | --- | --- | --- | --- | --- | --- | --- | --- | --- |
| CC(=O)c1nn(-c2ccc(Br)cc2)cc1C(=O)c1ccccc1 | -1.5 | -0.5 | -2.5 | 8.3 | 4.5 | 0.2 | 10.5 | -2.0 | 1.0 | -0.5 |
| Cc1cc(F)ccc1NC(=O)CCc1ccc(S(=O)(=O)N2CCOCC2)cc1 | -22.8 | 5.2 | -7.4 | -4.2 | 3.4 | 3.0 | -1.7 | -10.2 | -11.4 | -2.4 |
| CCC(C)(C)NC(=O)c1ccc2c(c1)OCCO2 | 0.1 | -1.5 | -2.1 | -3.5 | 5.8 | -0.9 | 9.7 | 11.4 | -3.0 | -3.5 |
